Pyk2 oligo antag: antagonists of Pyk2 self-association, primary screen, Q293 cells, FERM NanoBiT luminescence, HTS. 99,000 tested, 0.83% active. z-score (the deposit names both 25 µM and 10 µM). stronger effect = lower value. AID 1347419, 2020. Protein-tyrosine kinase 2-beta (Homo sapiens), Q14289;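 active means Z-score of -3 or lower, scaled per plate to the spread of control and sample wells; inactive means z-score above -3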;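 further: negative z-score means lost luminescence so less FERM oligomerization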
Target sequence (Q14289 whole entry, looked up): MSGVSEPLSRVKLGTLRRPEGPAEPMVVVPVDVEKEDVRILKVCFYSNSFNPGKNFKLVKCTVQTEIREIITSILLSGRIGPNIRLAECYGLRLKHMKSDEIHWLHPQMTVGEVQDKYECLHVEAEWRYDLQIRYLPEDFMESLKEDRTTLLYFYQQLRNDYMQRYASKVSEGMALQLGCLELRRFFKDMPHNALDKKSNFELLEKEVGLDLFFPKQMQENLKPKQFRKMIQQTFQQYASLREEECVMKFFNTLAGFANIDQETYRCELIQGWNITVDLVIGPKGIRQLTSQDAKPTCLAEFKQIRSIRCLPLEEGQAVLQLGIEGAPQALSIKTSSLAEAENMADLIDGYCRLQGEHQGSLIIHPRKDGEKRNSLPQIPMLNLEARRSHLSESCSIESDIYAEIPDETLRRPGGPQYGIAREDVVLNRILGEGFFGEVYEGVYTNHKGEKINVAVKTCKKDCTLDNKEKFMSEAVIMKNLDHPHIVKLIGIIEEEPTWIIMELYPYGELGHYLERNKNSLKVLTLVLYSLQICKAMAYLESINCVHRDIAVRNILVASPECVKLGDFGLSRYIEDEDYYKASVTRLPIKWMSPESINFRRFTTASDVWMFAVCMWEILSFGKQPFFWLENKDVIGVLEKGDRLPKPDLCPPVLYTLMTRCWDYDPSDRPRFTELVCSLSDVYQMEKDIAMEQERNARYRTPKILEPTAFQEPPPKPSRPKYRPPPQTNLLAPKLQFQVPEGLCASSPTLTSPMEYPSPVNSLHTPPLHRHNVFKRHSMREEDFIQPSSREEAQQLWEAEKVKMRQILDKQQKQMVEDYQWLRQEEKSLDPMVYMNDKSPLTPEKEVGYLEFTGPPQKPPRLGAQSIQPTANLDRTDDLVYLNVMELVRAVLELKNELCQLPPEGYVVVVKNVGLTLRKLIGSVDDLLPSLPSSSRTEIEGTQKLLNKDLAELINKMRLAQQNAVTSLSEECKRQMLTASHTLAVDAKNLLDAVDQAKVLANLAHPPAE
CYP2C19 inhib: blockers of cytochrome P450 2C19 activity – biochemical, luminescence, ADME assay, primary screen | P33261 | CYP2C19 Supersomes, luciferin-H EGE luminescence, 30 min | inhibition, % at 5 µM | 96,000 tested, 21% active;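 active means CYP2C19 inhibition above a set limit at 5 µM in the primary screen, cut at about 50% in these data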;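 further: plate controls were negative control wells for no effect and 2.5 mM tranylcypromine positive control for full effect; values of inactives mirror those of a sister screen read the other way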
CYP2C9 act: human CYP2C9 activators, primary screen, biochemical, luminescence. Cytochrome P450 2C9 (Homo sapiens), P11712. recombinant CYP2C9, luciferin-H conversion; stronger effect = higher value; factor 1 = untreated enzyme, 0 = blocked. 96,000 tested, 1.4% active. activation factor at 5 µM;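 active means activation factor of 2 or more for CYP2C9 at a 5 µM dose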;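 further: 0 = sulfaphenazole-blocked wells and 1 = vehicle-only wells; values of inactives mirror those of a sister screen read the other way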
CD11b adhes enh: enhancers of CD11b/CD18 adhesion to fibrinogen, primary screen, K562 cells, luminescence; AID 1499, 2009; 93,000 tested, 0.07% active; Integrin beta-2 (Homo sapiens) + Integrin alpha-M (Homo sapiens), P05107+P11215; activation, % at 10 µM; ATPlite luminescence;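 active means 10 µM primary screen giving 50% or more activity, confirmed by 40% or more on retest at that dose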; further: strong numbers were not always called active; reference of the scale not given here
PLAP act: PLAP enzyme activators, biochemical, luminescence, HTS; 96,000 tested, 1.2% active; purified PLAP enzyme, luminescent substrate read-out; stronger effect = higher value; activation fold at 20 µM; in the data active means activation fold above about 2
CYP2C19 act: human CYP2C19 activators, primary screen, biochemical, luminescence. Cytochrome P450 2C19 (Homo sapiens), P33261. recombinant CYP2C19, luciferin-H EGE luminescence; stronger effect = higher value; 0 = fully inhibited enzyme, 1 = untreated enzyme. activation factor at 5 µM. 96,000 tested, under 10 active;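 active means activation factor of at least 2 at 5 µM in the primary screen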;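 further: 0 = wells with 2.5 mM tranylcypromine and 1 = vehicle-only wells; values of inactives mirror those of a sister screen read the other way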
CYP2C9 inh: blockers of cytochrome P450 2C9 activity – biochemical, luminescence, ADME assay, primary screen. P11712. CYP2C9 Supersomes, luciferin-H conversion. inhibition, % at 5 µM. 96,000 tested, 20% active. AID 777, 2007;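 active means blocking of liver enzyme CYP2C9 beyond about 50% at 5 µM, limit read from the data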; further: values of inactives mirror those of a sister screen read the other way
MT1-MMP txn act: MT1-MMP promoter reporter activation – cell-based, luciferase luminescence, primary screen | HT1080 MT1-MMP promoter luciferase reporter, overnight; stronger effect = higher value | activation factor at 10 µM | 86,000 tested, 0.16% active | AID 750, 2007;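 active means activation factor of at least 2 for MT1-MMP transcription at 10 µM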
CD11b adhes inh: inhibitors of CD11b/CD18 adhesion to fibrinogen, primary screen, K562 cells, luminescence. Integrin beta-2 (Homo sapiens) + Integrin alpha-M (Homo sapiens), P05107+P11215. ATPlite luminescence; Mn2+ added to activate the integrin. inhibition, % at 10 µM. 93,000 tested, 0.54% active. AID 1497, 2009;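 active means primary inhibition of 50% or more at 10 µM, then 40% or more on retest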; further: some results filed as inactive read as strong as hits
Starred values were filed as active, the others as inactive; nt = not tested or not shown. The order is random; 31% or so of the library scored in one or more.

Pyk2 oligo antag	CYP2C19 inhib	CYP2C9 act	CD11b adhes enh	PLAP act	CYP2C19 act	CYP2C9 inh	MT1-MMP txn act	CD11b adhes inh	mol
0.31	18	0.9	3	2.1*	0.8	10	nt	3	Cc1cccc(NC(=S)NNC(=O)c2ccco2)c1
1.6	-17	1.1	-5	1.1	1.2	-15	1.3	23	CS(=O)(=O)N1CCC(C(=O)NCCN2CCN(Cc3ccccc3)CC2)CC1
1.4	-13	0.8	-3	1.1	1.1	17	nt	4	CC(=O)NCC(=O)OCC(=O)c1ccccc1
0.64	47	0.7	2	1	0.5	25	1.1	-12	CCOC(=O)/C(C#N)=C(/C)c1ccc(OC)cc1
-0.28	3	1	2	1.1	1	-4	nt	2	CCCCCCC1NC(C(=O)O)CS1 (centres undefined)
0.42	37	0.6	nt	1	0.6	41	1.1	nt	Cc1onc(-c2ccccc2)c1C(=O)Nc1ccnn1C1CCCCC1
0.98	37	0.5	-7	1	0.6	50*	nt	-10	Cc1ccc(N/N=C/c2c(O)cc(C)oc2=O)cc1
nt	14	0.8	6	2.3*	0.9	16	nt	52	CN(C)CCCNS(=O)(=O)c1ccc(N2CCC(c3ccc(Cl)cc3)=N2)cc1
0.84	-3	0.6	-6	1.1	1	37	0.6	0	COc1ccc(C(=O)Nn2c(SCC(=O)c3ccccc3)nc3ccccc3c2=O)cc1
-0.06	59*	0.8	0	1	0.4	17	1.1	-20	CCc1c(C)c2ccc(OCC(=O)OC)cc2oc1=O
0.01	63*	0.5	-2	1.5	0.4	47	1	-11	CC(C)(C)C1CCc2c(sc(N)c2C(N)=O)C1 (centres undefined)
nt	10	0.9	0	1	0.9	6	1.1	2	COCCNC(=O)Cn1ncc2ccsc2c1=O
0.43	-4	0.8	-2	1.1	1	17	1	-18	COc1ccccc1-c1nc(C(F)(F)F)c(OC)o1
0.33	41	0.7	5	1.5	0.6	26	nt	8	CCN(CC)c1ccc(C(=O)OCC(=O)NCC2CCCO2)cc1 (centres undefined)
0.29	6	1.4	-4	0.9	0.9	-39	1.2	-12	O=S(=O)(c1ccccc1)c1nc(-c2ccco2)oc1NCCN1CCOCC1
-0.22	7	0.9	4	0.9	0.9	12	1.1	6	Cc1cc(NC(=O)c2ccc3c(c2)C(=O)N(CCC(C)C)C3=O)no1
nt	83*	0.5	-3	1.1	0.2	45	1.2	1	O=C(NC1CCCCCC1)C1CCCN(S(=O)(=O)c2cnc[nH]2)C1 (centres undefined)
1.4	44	1.1	-4	1	0.6	-6	1.1	-19	CCCCN1C(=O)C2NN=C(C(=O)OC)C2C1=O (centres undefined)
-0.88	4	1.2	-9	1	1	-19	nt	97*	CC1=C/C(=N\OS(=O)(=O)c2ccccc2)C(C)=CC1=O
-1.3	91*	0	73	1.9	0.1	98*	1.8	-3	C/C(=N/NC(=O)c1cc2ccccc2cc1O)C1C(=O)c2ccccc2C1=O
-0.17	30	0	-7	1.6	0.7	100*	1.3	66	Cc1ccc(S(=O)(=O)Nc2nc3ccccc3nc2N2CCN(c3ccccc3F)CC2)cc1
0.08	9	1.1	-6	0.9	0.9	-5	1	-6	CCOC(=O)CN1C(=O)CSc2ccccc21
0.17	68*	0.2	2	1.5	0.3	84*	nt	-32	CC1=C(C(=O)Nc2ccccc2)C2(CCCCC2)C(C#N)=C(S)N1
0.12	-12	1	0	0.8	1.1	0	1	41	O=C(N/N=C/C=C/c1ccccc1)c1ccc(Br)cc1
0.32	37	1	-3	1.8	0.6	4	nt	18	COc1ccc(CCNC(=O)CN2CCC(C)CC2)cc1OC
-0.73	92*	0.7	2	1.2	0.1	33	1.5	19	Nc1nc(CSCc2ccccc2)nc(N2CCOCC2)n1
0.62	0	0.5	3	0.9	1	49	1.2	-8	Cc1ccccc1-n1c(=O)c2ccccc2n2cnnc12
-0.31	45	0.4	1	1.6	0.5	55*	1	-18	Cc1ccc(-c2nnn(CC(=O)N(Cc3ccccc3)C(C(=O)NC3CCCC3)c3ccncc3)n2)o1 (centres undefined)
nt	-19	1.1	-5	1.3	1.2	-12	1	-1	Cc1ccccc1-c1nc(CS(=O)(=O)CC(=O)NCCCN2CCCC2)c(C)o1
-0.82	35	3.6*	1	1.1	0.7	-259	nt	0	COc1ccc(NC(=O)c2ccc(C)cc2Cl)c([N+](=O)[O-])c1
-0.58	91*	0.2	3	1.6	0.1	85*	1.2	63	COc1ccc(-c2noc(C3CCCN(S(=O)(=O)c4cccc(Cl)c4C)C3)n2)cc1OC (centres undefined)
-1.2	34	0.8	-6	1.1	0.7	18	1.2	11	CCN(CC)c1ccc(C2C(C(=O)OC)=C(C)NC(C)=C2C(=O)OC)cc1
0.67	70*	0.9	-4	1.1	0.3	9	1.1	36	CCOC(=O)c1nn(-c2ccccc2)c(=O)c(C#N)c1C
-0.37	4	0.9	3	0.8	1	13	1	-30	CC(=O)Nc1ccc(-c2nn[nH]n2)cc1Cl
-1.3	32	0.6	-2	1.2	0.7	38	1.2	2	Cn1c(=O)[nH]c(=O)c2c1nc(NCc1ccccc1)n2CCCc1ccccc1
-0.32	34	0.9	-2	1	0.7	7	1.1	10	Cc1ccc(S(=O)(=O)N2CCN(S(=O)(=O)N(C)C)CC2)c(C)c1
-2.3	41	1	-7	1.5	0.6	2	1.1	13	COc1ccc(-c2nnc(SCC(=O)N(Cc3ccccc3)C(C)(C)C)o2)cc1OC
0.73	49	0.8	-2	1	0.5	25	0.8	-2	COc1ccc(NC(=O)Nc2ccccc2F)cc1
nt	76*	0.3	-1	1.6	0.2	70*	1.1	8	O=C(CS(=O)(=O)c1cn(Cc2ccc(Cl)cc2)c2ccccc12)N1CCCC1
1.1	12	1	1	1.2	0.9	3	1	25	COC(=O)CSc1ccc(C#N)c(SCC(=O)OC)c1

Arranged by length of the SMILES (high to low): part of the list above
Pyk2 oligo antag	CYP2C19 inhib	CYP2C9 act	CD11b adhes enh	PLAP act	CYP2C19 act	CYP2C9 inh	MT1-MMP txn act	CD11b adhes inh	mol
-0.31	45	0.4	1	1.6	0.5	55*	1	-18	Cc1ccc(-c2nnn(CC(=O)N(Cc3ccccc3)C(C(=O)NC3CCCC3)c3ccncc3)n2)o1 (centres undefined)
-2.3	41	1	-7	1.5	0.6	2	1.1	13	COc1ccc(-c2nnc(SCC(=O)N(Cc3ccccc3)C(C)(C)C)o2)cc1OC
nt	76*	0.3	-1	1.6	0.2	70*	1.1	8	O=C(CS(=O)(=O)c1cn(Cc2ccc(Cl)cc2)c2ccccc12)N1CCCC1
nt	-19	1.1	-5	1.3	1.2	-12	1	-1	Cc1ccccc1-c1nc(CS(=O)(=O)CC(=O)NCCCN2CCCC2)c(C)o1
-1.3	32	0.6	-2	1.2	0.7	38	1.2	2	Cn1c(=O)[nH]c(=O)c2c1nc(NCc1ccccc1)n2CCCc1ccccc1
-0.32	34	0.9	-2	1	0.7	7	1.1	10	Cc1ccc(S(=O)(=O)N2CCN(S(=O)(=O)N(C)C)CC2)c(C)c1
0.17	68*	0.2	2	1.5	0.3	84*	nt	-32	CC1=C(C(=O)Nc2ccccc2)C2(CCCCC2)C(C#N)=C(S)N1
0.67	70*	0.9	-4	1.1	0.3	9	1.1	36	CCOC(=O)c1nn(-c2ccccc2)c(=O)c(C#N)c1C
0.12	-12	1	0	0.8	1.1	0	1	41	O=C(N/N=C/C=C/c1ccccc1)c1ccc(Br)cc1
0.32	37	1	-3	1.8	0.6	4	nt	18	COc1ccc(CCNC(=O)CN2CCC(C)CC2)cc1OC
1.1	12	1	1	1.2	0.9	3	1	25	COC(=O)CSc1ccc(C#N)c(SCC(=O)OC)c1
0.73	49	0.8	-2	1	0.5	25	0.8	-2	COc1ccc(NC(=O)Nc2ccccc2F)cc1
0.08	9	1.1	-6	0.9	0.9	-5	1	-6	CCOC(=O)CN1C(=O)CSc2ccccc21

Next entries follow.
Pyk2 oligo antag	CYP2C19 inhib	CYP2C9 act	CD11b adhes enh	PLAP act	CYP2C19 act	CYP2C9 inh	MT1-MMP txn act	CD11b adhes inh	mol
-1.1	40	0.7	-1	0.9	0.6	35	1.2	2	C=CCOc1ccc(Br)cc1/C=N/O
-0.32	-6	1.1	nt	1.5	1.1	-10	1.1	nt	OC(CNCC1CCCO1)Cn1c2ccc(Cl)cc2c2cc(Cl)ccc21 (centres undefined)
-0.87	42	0.6	nt	1	0.6	40	nt	nt	CCCCSc1ccc2nc(-c3ccc(C#N)cc3)cn2c1
-0.71	13	1	0	1.3	0.9	-4	1.1	4	COc1ccc(-n2c(SCc3ccc(C#N)cc3)nnc2-c2ccccn2)cc1
2	28	0.8	-5	1.5	0.7	23	1.2	-24	CC(=O)c1cc(-c2ccccc2)n(CC(=O)N2CCCCC2)c1C
-0.88	7	1	nt	1	0.9	4	nt	nt	O=c1c2c3c(sc2ncn1/N=C/c1ccc([N+](=O)[O-])o1)CCCC3
nt	15	0.7	-5	1.2	0.9	30	1.2	-8	O=C(Cn1c(=O)oc2cc(S(=O)(=O)N3CCc4ccccc43)ccc21)N1CCCCC1
nt	82*	2.6*	1	1.4	0.2	-155	1.1	-4	COc1ccc(N2CCN(S(=O)(=O)c3cccc4cccnc34)CC2)cc1
0.63	36	0.8	2	1.1	0.6	16	1	-7	Cc1csc(SCC(=O)NCc2cccs2)n1
-0.11	42	0.7	-2	0.9	0.6	26	1.3	-9	NC(=O)CSc1nc(-c2ccccc2Cl)ns1
0.76	15	0.9	1	1.2	0.9	11	1.2	0	CCn1c(SCC(=O)N2CC(=O)Nc3ccccc32)nnc1-c1ccoc1C
-0.06	67*	0.3	-6	1.7	0.3	74*	1.1	4	COc1ccc(OC)c(C(c2nnnn2CCC(C)C)N2CCN(C(=O)c3ccco3)CC2)c1 (centres undefined)
2.4	30	1.1	-7	1	0.7	-13	nt	78	O=C(/C=C/c1cccc([N+](=O)[O-])c1)NCC1CCCO1 (centres undefined)
-2.2	0	1	0	1.2	1	1	nt	48	CCOC(=O)c1sc(NC(=O)c2ccc(S(=O)(=O)N(C)C)cc2)cc1C
0.12	93*	0.2	6	0.8	0.1	81*	nt	-58	CCCCNC(=O)c1ccccc1NC(=O)CCSc1ccccc1
-1.1	40	0.6	-2	1	0.6	39	1	-10	CN(c1ccccc1)c1nc(N2CCCC2)nc(-n2ccnc2)n1
-0.48	49	0.6	-2	1.4	0.5	38	1.2	28	CCOC(=O)CSc1nnc(CNc2ccc(Cl)cc2)n1-c1ccccc1

Screening data deposited in PubChem BioAssay by Sanford-Burnham Center for Chemical Genomics.
